Compound activity deposited in PubChem BioAssay by several laboratories.
SRC2 inh – human SRC2 (NCOA2) inhibition; Q15596; HEK293 GAL4-SRC2 luciferase reporter, luminescence; inhibition, % at 9 µM; 0.17% of 370,000 active;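 active means inhibition above the mean inhibition of all tested compounds plus 3 SD, set per campaign, cut at about 52% in these data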;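 further: 0% = DMSO treated cells and 100% = cells given Gossypol at 36 µM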
Target sequence (Q15596 whole entry, looked up, the tested form may be a part): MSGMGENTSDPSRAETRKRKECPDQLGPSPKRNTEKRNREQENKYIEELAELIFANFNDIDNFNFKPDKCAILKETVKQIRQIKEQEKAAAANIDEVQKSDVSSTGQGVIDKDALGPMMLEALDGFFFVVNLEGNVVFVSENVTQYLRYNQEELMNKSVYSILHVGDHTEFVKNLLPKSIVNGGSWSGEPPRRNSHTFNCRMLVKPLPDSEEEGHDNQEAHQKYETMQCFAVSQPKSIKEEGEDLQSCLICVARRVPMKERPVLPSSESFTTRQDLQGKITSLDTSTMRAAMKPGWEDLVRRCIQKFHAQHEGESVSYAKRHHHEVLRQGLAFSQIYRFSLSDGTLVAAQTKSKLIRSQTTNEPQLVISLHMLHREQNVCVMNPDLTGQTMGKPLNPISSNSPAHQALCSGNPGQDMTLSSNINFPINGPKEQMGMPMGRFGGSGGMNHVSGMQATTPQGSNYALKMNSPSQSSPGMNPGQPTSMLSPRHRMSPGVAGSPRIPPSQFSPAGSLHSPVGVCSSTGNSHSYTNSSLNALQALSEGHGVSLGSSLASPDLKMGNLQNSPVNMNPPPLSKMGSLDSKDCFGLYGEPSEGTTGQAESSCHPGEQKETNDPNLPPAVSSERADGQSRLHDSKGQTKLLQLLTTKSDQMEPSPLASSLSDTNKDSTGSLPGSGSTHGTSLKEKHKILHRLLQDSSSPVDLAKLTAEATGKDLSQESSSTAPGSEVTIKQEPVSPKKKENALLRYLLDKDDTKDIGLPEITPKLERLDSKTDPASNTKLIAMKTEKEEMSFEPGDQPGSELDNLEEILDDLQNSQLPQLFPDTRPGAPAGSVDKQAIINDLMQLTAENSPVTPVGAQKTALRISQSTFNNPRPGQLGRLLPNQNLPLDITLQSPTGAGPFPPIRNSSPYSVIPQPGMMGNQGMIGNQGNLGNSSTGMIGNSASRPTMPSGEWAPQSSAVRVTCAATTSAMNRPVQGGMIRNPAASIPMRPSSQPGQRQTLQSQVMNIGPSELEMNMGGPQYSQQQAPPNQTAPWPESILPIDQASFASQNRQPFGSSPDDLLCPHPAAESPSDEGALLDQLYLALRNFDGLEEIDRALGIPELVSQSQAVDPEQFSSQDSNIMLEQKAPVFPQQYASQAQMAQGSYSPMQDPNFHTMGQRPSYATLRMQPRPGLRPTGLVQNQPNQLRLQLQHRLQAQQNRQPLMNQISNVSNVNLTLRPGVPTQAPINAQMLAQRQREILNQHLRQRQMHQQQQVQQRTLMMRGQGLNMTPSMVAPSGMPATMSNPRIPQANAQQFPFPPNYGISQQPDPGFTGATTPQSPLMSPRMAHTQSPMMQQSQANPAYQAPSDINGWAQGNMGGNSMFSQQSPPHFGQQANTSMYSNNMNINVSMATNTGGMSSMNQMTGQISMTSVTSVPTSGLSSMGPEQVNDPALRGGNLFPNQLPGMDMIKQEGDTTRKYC
NOD2-RIPK2 inh – inhibitors of human NOD2-RIPK2 interaction | O43353 | CHO BLA complementation NOD2-RIPK2, CCF4 ratio | inhibition, % at 4.98 µM | 0.38% of 360,000 active | AID 624267; in the data active means inhibition above about 21%;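 further: 0% = vehicle only and 100% = reference blocker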
NR2F2 inh – blocks human COUP-TFII nuclear receptor; P24468; HEK293T NGFI-A luciferase reporter, luminescence; inhibition, % at 8.6 µM; 0.7% of 370,000 active; AID 686940;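 active means inhibition above a per-plate cutoff, mean inhibition of test wells between control levels plus 3 SD, cut at about 38% in these data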;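 further: cells cotransfected with COUP-TFII expression vector driving the NGFI-A reporter; 0% = median of COUP-TF2 test wells and 100% = reporter-only cells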
LMP1 NFkB inh – reduces LMP1-driven NF-kappaB luciferase signal. LMP1-induced NF-kappaB luciferase reporter cells, luminescence. inhibition, % at 12.5 µM. 0.69% of 350,000 active; in the data active means inhibition above about 41%;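 further: 0% = neutral control wells and 100% = reference inhibitor control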
NR5A2 inv ag – suppresses constitutive activity of human LRH-1; O00482; HEK293T StAR-luciferase reporter, LRH-1 transfected, 24 h; inhibition, % at 3.6 µM; 0.13% of 360,000 active; AID 602396;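 active means inhibition above the mean inhibition of all tested compounds plus 3 SD, cut at about 73% in these data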;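 further: 0% = DMSO wells and 100% = reporter-only cells lacking LRH-1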
TLR9-MyD88 block – TLR9-MyD88 interaction inhibition; Q9NR96+Q99836; AID 504734; 0.21% of 340,000 active; CHO BLA complementation TLR9-MyD88, CCF4 FRET ratio; inhibition, % at 4.98 µM;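 active means inhibition above the mean over all tested compounds plus 3 SD, cut at about 21% in these data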;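 further: 0% = DMSO only wells and 100% = clavulanate BLA inhibitor control wells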
TRAIL sens C8 – caspase-8 TRAIL sensitization | 1% of 360,000 active | inhibition (viability loss, TRAIL sensitization), % at 10 µM | NB7+C8 cells + TRAIL, ATPlite viability luminescence;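 active means compounds causing at least 50% loss of cell viability in the single-dose screen, relative to plate controls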
SRC1 inh – inhibits human SRC1 coactivator; AID 588354; 0.12% of 360,000 active; Q15788; inhibition, % at 3.6 µM; HEK293 GAL4-SRC1 luciferase reporter, luminescence;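 active means inhibition above the campaign mean plus 3 SD, with each screening campaign given its own cutoff, cut at about 60% in these data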;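 further: 0% = DMSO treated cells and 100% = gossypol at 36 µM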
SRC3 inh – human NCOA3 inhibition; Q9Y6Q9; HEK293 GAL4-SRC3 luciferase reporter, luminescence; inhibition, % at 3.6 µM; 0.17% of 360,000 active; AID 588352;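 active means inhibition above a per-campaign cutoff, the mean of all compounds plus 3 SD, cut at about 60% in these data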;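 further: 0% = DMSO-treated cells and 100% = gossypol-treated cells at 36 µM; higher means less SRC3-driven luciferase light from the GAL4 reporter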
Vif imaging – blocks HIV Vif function; HEK293T cells, Vif self-association by quenched fluorescence, imaging, 24 h; inhibition, % at 7.49 µM; 0.35% of 340,000 active; AID 602346; in the data active means inhibition above about 50%, passing the limit was not always enough; further: some results filed as inactive read as strong as hits
TROY signal inh – inhibitors of TROY-dependent NF-kB signaling; Q293 LMP1-TROYcd NF-kB luciferase reporter, 4 h; inhibition, % at 10 µM; 0.98% of 360,000 active; AID 1347056;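 active means compounds whose plate-normalised and pattern-corrected inhibition of the luciferase reporter signal at the single screening dose is 50% or more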
The depositor's hits bear a star; . = not tested or not shown. An excerpt. The share of hits here may be higher or lower than overall.

SMILES | SRC2 inh | NOD2-RIPK2 inh | NR2F2 inh | LMP1 NFkB inh | NR5A2 inv ag | TLR9-MyD88 block | TRAIL sens C8 | SRC1 inh | SRC3 inh | Vif imaging | TROY signal inh
Cc1ccc(C(=O)COC(=O)c2cccc([N+](=O)[O-])c2)s1 | -19 | -1 | 7 | -13 | -7 | -12 | 8 | -4 | -24 | 12 | -53
CCOC(=O)C1CCCN(C(=O)COc2ccc(C(C)(C)C)cc2)CC1 (centres undefined) | 20 | 15 | 15 | . | 3 | . | -1 | 13 | -8 | 9 | -5
O=c1c(=O)n(O)c2ccccc2n1O | -16 | -7 | 7 | 4 | 9 | 4 | -2 | -14 | 10 | -2 | -6
COc1ccc(OC)c(C=C2CCc3ccccc3C2=O)c1 | -53 | -8 | 1 | . | 13 | . | 5 | -5 | -13 | . | -31
O=c1[nH]c(SCc2ccc(F)cc2)nc2c1cnn2-c1ccc(F)cc1 | -6 | -7 | 6 | -3 | -17 | -1 | -6 | -3 | -15 | -3 | -2
O=C(NCc1ccc(F)cc1)C1CCN(S(=O)(=O)N2CCCC2)CC1 | 6 | -9 | -3 | 2 | -6 | 1 | 3 | 2 | 8 | 3 | -12
CCCC(=O)C1=C(SCC)CC(C)(C)C(C(=O)OC)C1=O (centres undefined) | -9 | 0 | 5 | -7 | 0 | -12 | -2 | -8 | -1 | 12 | -2
S=c1[nH]nc(C2CCCCC2)n1/N=C/c1ccccc1Cl | -4 | -4 | -3 | 6 | 4 | 2 | -5 | -41 | -24 | -4 | 19
CCC(=O)N1CCC2(CC1)Oc1ccc(Cl)cc1C(=O)C21CC(c2cccnc2)=NO1 (centres undefined) | -1 | 12 | -13 | 3 | -36 | -9 | -3 | 2 | -18 | 25 | -1
CCOC(=O)c1cc(-c2cccs2)nc2c1c(C)nn2-c1ccccn1 | -1 | 14 | -7 | 11 | 40 | 2 | 12 | 6 | 3 | 1 | 9
C=CCn1c(SCC(=O)Nc2cc(C)on2)nc2sc(C)c(C)c2c1=O | 10 | -2 | 3 | 2 | -16 | -17 | 19 | 0 | 0 | . | 15
COc1ccc(S(=O)(=O)N2CCOC2CNC(=O)C(=O)NCCCN2CCOCC2)cc1C (centres undefined) | -26 | 1 | 10 | -7 | 2 | -10 | 14 | -10 | 0 | 9 | 18
C#CCSc1nnnn1-c1cccc(Cl)c1 | -4 | -2 | -9 | -1 | -5 | 0 | 2 | 8 | 19 | 5 | 4
CCCc1cc(=O)[nH]c(SCC(=O)N2CCN(S(=O)(=O)c3ccc(C)cc3)C2)n1 | 8 | -6 | 25 | -3 | 7 | -2 | 2 | -8 | 10 | . | 19
CN(C)C(CNC(C(=O)Nc1ccc(F)cc1)c1ccccc1)c1ccccc1 (centres undefined) | 3 | 5 | -21 | 5 | -1 | -7 | -7 | -19 | -11 | 7 | -46
Cc1cc(C)nc(N/C(=N\S(=O)(=O)Cc2ccccc2)Nc2ccccc2Br)n1 | -1 | -2 | 14 | 55* | -1 | -11 | 42 | 6 | 14 | -13 | 12
CC1(C)O[C@@H]2[C@H](O1)[C@@H](COS(=O)(=O)O)O[C@H]2n1c(=S)[nH]c2c(=O)[nH]c(N)nc21 | -56 | 12 | -15 | -3 | 2 | 3 | -8 | 2 | -8 | -2 | 0
Nc1ccc(C(=O)N/N=C/c2cn(Cc3ccc(F)cc3)c3ccccc23)cc1 | -18 | -9 | 5 | 4 | 12 | -2 | 5 | -58 | -17 | 16 | -31
CC(=O)Nc1ccc(S(=O)(=O)n2cnc3ccccc32)cc1 | 6 | -9 | 3 | 7 | -8 | 3 | 5 | -60 | -4 | -9 | 6
COc1ccc(C(C)=O)cc1CSCc1cc(C(C)=O)ccc1OC | 6 | 4 | -8 | -5 | 33 | -2 | -4 | -13 | -11 | -2 | -14
Cc1cccc(NC(=O)CSc2nc(COc3ccccc3)nc3ccccc23)c1C | -10 | -2 | 16 | -1 | 36 | 6 | -4 | -9 | 17 | -4 | -5
CC(NC(=O)C1CCN(S(=O)(=O)c2cccc3nonc23)CC1)c1ccccc1 (centres undefined) | 3 | 1 | -1 | -2 | 3 | -8 | 5 | 13 | 15 | 4 | 8
COc1ccc(CN(Cc2ccccn2)C(=O)CN2C(=O)COc3ccccc32)cc1 | . | 2 | . | -2 | 23 | 1 | -1 | 1 | 10 | -2 | 5
CCOc1nc(C#N)nc(N2CCCCC2)n1 | 23 | -8 | 4 | 31 | 11 | -3 | -11 | -22 | -6 | 2 | 46
Cc1ccc(NC(=O)c2sc(Cl)nc2-c2ccccc2)cc1 | 17 | -4 | 18 | 0 | 1 | 5 | 0 | 1 | 14 | -10 | 6
O=c1c(Cc2ccccc2)c(O)ccn1Cc1ccco1 | -6 | -7 | -1 | -1 | 2 | -7 | 13 | 9 | 8 | 0 | 23
CCCOc1ccc(CNC(=O)C2CCN(c3nnc(N4CCCC4=O)s3)CC2)cc1 | 7 | 1 | 17 | -3 | -9 | -16 | -9 | -3 | 20 | 4 | 5
COc1ccc(-c2ccc(-c3noc(-c4ccccc4OC)n3)c(OC)n2)cc1 | -15 | 4 | 5 | 4 | 12 | 7 | -1 | -10 | -4 | 11 | -8
Cc1ccc(S(=O)(=O)N2CCc3ccccc3CC2)cc1 | 11 | -13 | 66* | 25 | 49 | -3 | 13 | 23 | 29 | -20 | 42
CC(C)C/C(O)=C/c1nc2cc(Cl)ccc2oc1=O | 7 | 1 | 6 | -25 | -15 | -4 | 15 | -42 | 5 | 11 | 2
COc1ccc(CCNC(=O)c2ccccc2NC(=O)C2=C(C)OCCS2)cc1OC | 4 | -2 | -11 | -1 | 1 | 11 | -13 | -13 | 4 | 14 | 5
COc1ccc(C(CC(=O)O)NC(=O)c2cc3cc(Br)ccc3oc2=O)cc1OC (centres undefined) | -43 | -1 | 1 | -8 | -2 | 17 | 2 | -21 | -3 | -8 | 10
Cc1ncoc1C(=O)Nc1nccs1 | -8 | -12 | 8 | -3 | 5 | -2 | 0 | -17 | 8 | -8 | 0
CN(c1ccccc1)S(=O)(=O)c1ccc(C(=O)Nc2nnc(C3=COCCO3)o2)cc1 | 10 | -12 | 4 | 0 | 3 | -1 | 6 | -4 | 8 | 1 | 0
CCOC(=O)c1cnc(SCC(=O)N2CCOCC2)nc1N | -9 | 6 | -18 | 0 | 0 | 2 | -5 | -10 | 0 | 13 | -7
Cc1ccc(NC(=O)COc2cccc(C)c2C)cc1S(=O)(=O)N1CCCCCC1 | 2 | 1 | 15 | 11 | 7 | 7 | 16 | 11 | 11 | -24 | 29
O=C(OCC(=O)N1CCN(c2ccccc2)CC1)c1ccc[n+]([O-])c1 | 16 | 2 | 0 | -7 | 19 | 5 | -7 | -9 | 18 | 4 | 9
CN(C)CC1(c2ccccc2)CCCC1 | -7 | -3 | -4 | -2 | 4 | 1 | 8 | 10 | 5 | -4 | -1
CCOc1[nH]c(/N=C/c2ccco2)c(C#N)c1C#N | 28 | -9 | 7 | -13 | 3 | -4 | -12 | 0 | 10 | 0 | 10
C/C(CC(=O)NCc1ccc(F)cc1)=N\NC(N)=S | -33 | -15 | -8 | -13 | 13 | 0 | -3 | -8 | -2 | 3 | -24
c1ccc(CC(Nc2ccccn2)c2ccccc2)cc1 (centres undefined) | -11 | 9 | 18 | -16 | 4 | 3 | -3 | -13 | 3 | 1 | 8
CCOc1cccc(CN2CCCC(C(=O)c3cc(Cl)ccc3OC)C2)c1O (centres undefined) | 29 | -15 | -1 | 6 | 9 | 3 | 9 | 15 | -8 | 1 | -14
COc1ccccc1C(=O)Nc1cc(Cl)ccc1-n1cncn1 | 6 | 1 | -1 | -10 | 14 | 1 | -1 | -15 | 4 | . | -2
Cc1ccccc1N(CC(=O)N1CCN(c2ccccc2)CC1)S(C)(=O)=O | 2 | 3 | 4 | -2 | 2 | 5 | -22 | 1 | 16 | 11 | -2
Cc1ccc(S(=O)(=O)N2CCC(C(=O)NNC(=O)c3ccc(F)cc3)CC2)cc1 | 11 | 3 | -15 | 4 | -14 | -6 | -6 | 10 | 0 | 3 | 1
COc1cc(C(C)n2nnc3ccccc32)ccc1O (centres undefined) | -28 | -4 | 0 | 4 | 7 | -4 | -3 | 0 | -8 | . | -8
COc1ccc(Cn2nnnc2CN2CCc3ccccc3C2)cc1 | -19 | -6 | -10 | -2 | 4 | 0 | -4 | -3 | 4 | 15 | 8
CC(C)C(=O)Nc1ccc(C(=O)Nc2ccc(Br)cc2F)cc1 | -25 | -3 | -11 | -17 | -28 | 9 | 14 | -24 | -18 | 5 | -13
Cc1ccccc1Oc1ccc2c(c1)[C@@H]1C[C@H](N(C)C(=O)NC3CCCCC3)[C@H]([C@H](C)O)C(=O)N1CC2 | 1 | -9 | 18 | 9 | 15 | -15 | 9 | 5 | -14 | . | 10
CC(=O)Nc1ccc(Oc2cc(C#N)c(C#N)cc2N2CCCCCC2)cc1 | -25 | 2 | 13 | 2 | 6 | 0 | -5 | -9 | 32 | -33 | 1
(more compounds)
SMILES | SRC2 inh | NOD2-RIPK2 inh | NR2F2 inh | LMP1 NFkB inh | NR5A2 inv ag | TLR9-MyD88 block | TRAIL sens C8 | SRC1 inh | SRC3 inh | Vif imaging | TROY signal inh
COC(=O)C=C1CCC2C3CC(F)C4(O)CC(=O)CCC4(C)C3C(=O)CC12C (centres undefined) | -3 | -4 | -10 | 3 | -7 | 11 | -8 | -2 | -11 | 0 | -8
C=CCn1c(-c2sccc2C)n[nH]c1=S | -20 | -8 | 5 | -2 | 17 | -1 | -7 | 6 | 3 | 15 | 4
O=c1c2ccccc2[nH]c(=S)n1CCN1CCc2ccccc2C1 | -2 | -2 | 10 | 4 | -11 | -1 | 7 | 1 | -3 | 4 | -3
CC1=CC(C)(C)N(C(=O)CSc2nnc(N)s2)c2ccccc21 | -3 | -11 | 7 | 4 | -3 | -7 | -1 | 11 | 5 | 2 | 1
COc1ccc(CN(C)C(=O)CNC(=O)CNC(=O)c2ccc(Cl)cc2Cl)cc1F | -14 | -7 | 12 | -6 | 11 | -5 | 3 | -6 | 6 | -4 | -1
COc1cccc2c1Oc1ncccc1N(C(=O)CCC(=O)NCc1ccccc1Cl)C2 | -26 | -23 | -1 | -1 | 7 | -5 | 5 | 3 | 22 | 14 | 9
CCN(CC)c1ccc(C(=O)NNC(=O)CCc2nc3ccccc3c(=O)[nH]2)cc1 | -6 | 4 | 11 | -6 | -7 | -8 | 9 | -30 | -28 | 9 | -5
COc1ccccc1C1=Nn2c(nnc2C2CCCCC2)SC1 | 22 | -9 | 17 | 1 | 26 | -2 | 25 | 10 | 9 | -6 | 1
O=C(Nc1ccc(C(=O)Oc2ccccc2)c(O)c1)c1ccccc1 | -18 | -5 | -11 | -1 | -13 | -9 | 2 | -35 | -12 | 9 | -3
Cc1ccc(NC(=O)CN(C)C(=O)C(Sc2ccccc2)c2ccccc2)cc1 (centres undefined) | -15 | -8 | 10 | -5 | 0 | 3 | 7 | -2 | 7 | -6 | -8
O=C(Cn1cnc([N+](=O)[O-])c1)NC1CCCC1 | 12 | -14 | 2 | 0 | 1 | -2 | -2 | 3 | 0 | -6 | 3
